mABHD4 FP: ABHD4 (mouse) inhibition, primary FP screen; inhibition, % at 8.92 µM; Q8VD66; purified mABHD4, FP-Rh probe fluorescence polarization; 370,000 tested, 0.54% active;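 active means inhibition exceeding the mean over every tested compound plus 3 SD, cut at about 30% in these data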;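 further: 0% = plate median of compound wells and 100% = S159A mutant with DMSO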
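Assay system: Wild-type mouse ABHD4 protein | Medium: HEPES pH 7.0 buffer, 150 mM NaCl, 0.01% Pluronic F-127 | Incubation: Enzyme–compound pre-incubation 45 min, then probe 60 min, both 25 °C | Technique: Fluorescence polarization with parallel and perpendicular emission, 525/598 nm | Evaluation: % inhibition of FP-Rh probe binding versus controls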
UHRF1 MBD2 ctr: blocks human UHRF1 binding to methylated DNA | inhibition, % at 4.4 µM | 370,000 tested, 0.75% active | UHRF1 binding to methylated oligo, TR-FRET; in the data active means inhibition above about 21%;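 further: UHRF1 SRA domain binding a hemimethylated CpG hairpin DNA probe; 0% = median of test compound wells and 100% = reference inhibitor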
LEDGF integ inh: blocks HIV-1 LEDGF/p75-dependent DNA integration; TR-FRET IN-LEDGF/p75 DNA integration, Eu/Cy5; inhibition, % at 3.7 µM; 370,000 tested, 0.64% active;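 active means inhibition above the screen-wide mean plus 3 SD, cut at about 13% in these data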;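 further: signal is the Cy5 over europium emission ratio at 671 and 618 nm; 0% = plate median of compound wells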
HTRA1 inh: inhibitors of human serine peptidase HTRA1. inhibition, % at 5.96 µM. 340,000 tested, 0.5% active. AID 504803. recombinant HTRA1, FP-rhodamine activity-based probe, fluorescence polarization. Q92743; in the data active means inhibition above about 36%;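 further: 0% = enzyme with DMSO and 100% = wells lacking enzyme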
Target sequence (Q92743 whole entry, looked up): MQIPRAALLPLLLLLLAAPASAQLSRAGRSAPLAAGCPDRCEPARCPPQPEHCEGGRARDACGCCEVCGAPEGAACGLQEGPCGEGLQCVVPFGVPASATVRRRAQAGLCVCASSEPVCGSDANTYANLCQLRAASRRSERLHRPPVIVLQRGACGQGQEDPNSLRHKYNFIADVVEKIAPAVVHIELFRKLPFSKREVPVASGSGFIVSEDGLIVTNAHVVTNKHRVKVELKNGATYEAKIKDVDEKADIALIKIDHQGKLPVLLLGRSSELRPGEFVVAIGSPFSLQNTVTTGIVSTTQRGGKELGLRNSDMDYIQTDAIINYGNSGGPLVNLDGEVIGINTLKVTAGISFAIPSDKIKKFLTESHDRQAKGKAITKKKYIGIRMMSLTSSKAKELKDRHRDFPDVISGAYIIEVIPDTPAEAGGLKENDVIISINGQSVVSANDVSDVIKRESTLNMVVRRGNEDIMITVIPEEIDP
TDP2 inh: blocks human TDP2 phosphodiesterase activity; inhibition, % at 12.8 µM; recombinant TDP2, T5PNP hydrolysis, p-nitrophenol absorbance 415 nm; O95551; 370,000 tested, 0.34% active;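 active means inhibition above the mean of all tested compounds plus 3 SD, set per campaign, cut at about 25% in these data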;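 further: 0% = DMSO with enzyme and 100% = buffer with substrate but no TDP2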
Target sequence (O95551 whole entry, looked up): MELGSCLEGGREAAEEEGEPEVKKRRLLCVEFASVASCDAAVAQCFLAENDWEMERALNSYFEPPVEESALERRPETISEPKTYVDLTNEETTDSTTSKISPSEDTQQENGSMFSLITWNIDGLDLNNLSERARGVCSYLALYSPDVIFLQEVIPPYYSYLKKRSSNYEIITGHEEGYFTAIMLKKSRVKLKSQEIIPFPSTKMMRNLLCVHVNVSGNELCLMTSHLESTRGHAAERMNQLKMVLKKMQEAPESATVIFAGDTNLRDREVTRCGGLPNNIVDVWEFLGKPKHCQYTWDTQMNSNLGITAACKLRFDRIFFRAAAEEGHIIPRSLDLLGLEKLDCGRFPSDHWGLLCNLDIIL
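Test system: human TDP2 enzyme; Input: 120 nM TDP2 per well; Buffer or medium: Mg2+-containing Tris-HCl buffer, pH 7.5; Reagent: 5 mM T5PNP; Dosing: 12.8 µM single point, 1% DMSO; Incubation: reaction 2 h, 37 °C; Detection: p-Nitrophenol epi absorbance; Read-out: % inhibition relative to enzyme-containing and enzyme-free wells; Replicates: single well per compound.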
Tn7 DDE FP: inhibitors of Tn7 peptide binding to human fibrin DD(E); AID 720508; FP displacement of FITC-Tn7 peptide from fibrin DD(E); 0% = median of compound wells per plate; 370,000 tested, 0.13% active; inhibition, % at 8.3 µM;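 active means inhibition above the mean of compounds falling within the control limits plus 3 SD of them, cut at about 14% in these data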;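 further: 0% = plate median of compound wells and 100% = 10 µM Aha-Tn7 peptide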
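Assay system: human fibrin DD(E) protein / Input: 2 µM fibrin DD(E) / Benchmarks: high control of 10 µM Aha-Tn7 peptide / Measured by: fluorescence polarization of the labelled Tn7 tracer / Medium: Tris buffer with calcium and detergent, pH 7.8 / Timing: 10 min compound pre-incubation, 3 h probe incubation at room temperature / Repeats: one replicate per compound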
SIAE primary: inhibitors of human sialic acid acetylesterase SIAE; 370,000 tested, 0.69% active; SIAE FP-Rh probe binding, fluorescence polarization; Q9HAT2; inhibition, % at 9.66 µM; AID 1053197;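 active means inhibition above a cutoff: mean of compounds within the control limits plus 3 SD of those, cut at about 17% in these data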;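 further: 0% = plate median of compound wells and 100% = probe without SIAE protein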
TCR-CD3 inh: inhibitors of human TCR-CD3 interaction; TAMRA-labeled TCR probe fluorescence, biochemical; inhibition, % at 9.4 µM; 360,000 tested, 0.37% active; in the data active means inhibition above about 19%;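 further: recombinant mutant TCR 2C K166C tagged with TAMRA read by polarization; 0% = receptor in buffer alone and 100% = receptor with positive control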
PG9 Ab binder: binds the HIV-1 gp120 antibody PG9; TR-FRET gp120-PG9 antibody binding; inhibition, % at 6.7 µM; 360,000 tested, 0.43% active; AID 624416; in the data active means inhibition above about 8.5%
PRMT1 inh: inhibitors of human PRMT1; Q99873; recombinant PRMT1, activity-based probe fluorescence polarization; inhibition, % at 2.79 µM; 370,000 tested, 1.3% active; AID 652257;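 active means inhibition above about 21% made by adding two undisclosed values, limit read from the data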
Starred values were filed as active, the others as inactive; . = no result given.

1) O=C(NC1CCN(c2ncccn2)CC1)c1ccccc1Cl
2) Cn1nnc2cc(C(=O)NC(C)(C)C)ccc21
3) CC(C)c1ccccc1NC(=O)COC(=O)c1cc([N+](=O)[O-])ccc1N1CCOCC1
4) COC(=O)[C@]12CCCCC=C1N(Cc1ccc(Cl)cc1Cl)C(=O)[C@H](CC(=O)NCc1ccc(C)o1)C2
5) Cc1ccc(S(=O)(=O)N2CCCCC2C(=O)Nc2ccc(N(C)C)cc2)cc1 (stereo not given)
6) Cc1cccc(N(C(=O)C(F)(F)F)C(C(=O)NC2CCCCC2)c2cccs2)c1 (stereo not given)
7) COc1cc(OC)c(NS(=O)(=O)c2cc(C(=O)OC(C)C(=O)NC3CC3)c(Cl)cc2Cl)cc1Cl (stereo not given)
8) CCN(Cc1ccccc1)C(=O)C(=O)c1cn(CC(=O)N2CCCC2)c2ccccc12
Screen / compound no. | 1 | 2 | 3 | 4 | 5 | 6 | 7 | 8
mABHD4 FP | -13 | 0 | -1 | -1 | 9 | 2 | 1 | 2
UHRF1 MBD2 ctr | 2 | 1 | -3 | -3 | -3 | 0 | -2 | 0
LEDGF integ inh | -1 | -1 | 2 | 2 | -1 | -3 | 10 | 0
HTRA1 inh | 4 | 6 | -7 | . | 8 | -6 | -8 | 4
TDP2 inh | -5 | 4 | 4 | -2 | 4 | 1 | 12 | 0
Tn7 DDE FP | 5 | 0 | -5 | -7 | 6 | -4 | 3 | -4
SIAE primary | -4 | -2 | -3 | 0 | -1 | 2 | 0 | -3
TCR-CD3 inh | -4 | 8 | 7 | -2 | 0 | 0 | -2 | 1
PG9 Ab binder | 1.0 | 0.8 | -0.8 | 1.0 | 0.1 | -1.2 | 0.5 | -4.2
PRMT1 inh | 10 | 0 | -1 | 14 | 6 | 1 | 0 | -4

9) O=C(CC1CC1)N[C@@H]1CC[C@@H](CCNS(=O)(=O)c2ccc(F)cc2)O[C@@H]1CO
10) Cc1ccc(N2C(=S)N=C(Nc3ccccc3C)C23CCOC(C)(C)C3)cc1 (stereo not given)
11) COc1ccc(/C=C/C(=O)NC(=S)NNC(=O)c2cnccn2)cc1
12) O=C(Nc1nc2c(s1)CCCC2)Oc1ccccc1
13) COc1cc(OC)cc(C(=O)NNC(=O)CCNC(=O)c2ccc(Br)cc2)c1
14) COc1ccc(N(CC(=O)NCCSc2ccccn2)S(=O)(=O)c2ccc(C)cc2)cc1OC
15) CCOc1ccc(NC(=O)C2CCCN2C(=O)OCc2ccccc2)cc1 (stereo not given)
16) COc1ccc(N(CC(=O)Nc2ccc(C(N)=O)cc2)S(=O)(=O)c2ccc(C)c([N+](=O)[O-])c2)cc1
Screen / compound no. | 9 | 10 | 11 | 12 | 13 | 14 | 15 | 16
mABHD4 FP | -3 | 1 | 17 | -6 | 6 | -1 | 2 | 2
UHRF1 MBD2 ctr | 0 | -3 | -3 | 1 | 1 | 0 | -2 | 5
LEDGF integ inh | 1 | 0 | 0 | 4 | 1 | 5 | 0 | 3
HTRA1 inh | . | 5 | 11 | 2 | 7 | 8 | 7 | -6
TDP2 inh | 6 | 4 | -1 | -5 | -2 | 0 | 1 | -4
Tn7 DDE FP | 4 | -5 | 2 | -4 | -3 | -1 | 8 | -3
SIAE primary | -2 | -7 | -3 | -3 | 1 | -2 | 10 | 8
TCR-CD3 inh | 13 | 4 | 7 | 7 | -4 | 8 | 7 | 1
PG9 Ab binder | 0.1 | -1.1 | 0.3 | -0.8 | 3.5 | -2.1 | -1.6 | -0.4
PRMT1 inh | 0 | -1 | 6 | -3 | 1 | -3 | -3 | 2

17) Cc1cc(C)nc(/N=C(\N)C2=C(O)CC(C)(C)CC2=O)n1
18) COC(=O)[C@]12C[C@H](CC(=O)N3CCN(C(=O)C4CC4)CC3)C(=O)N(Cc3ccc(Cl)cc3Cl)C1=C[C@H](C(C)(C)C)O[C@@H]2C
19) COC(=O)c1cc(C#N)c(Oc2cccc(C)c2C)nc1C
20) CCC(Cc1ccccc1)NC(=O)CN(C)S(=O)(=O)c1ccc2c(c1)c(=O)n(C)c(=O)n2C (stereo not given)
21) O=C(COC(=O)c1ccc(S(=O)(=O)NCc2ccco2)cc1)NCc1ccccc1
22) CCc1cc2c(=O)c(-c3nc4ccccc4n3C)c(C)oc2c(CN(CC)CC)c1O
23) COC(=O)CN1C(C)=Nc2ccc(Br)cc2C1c1ccccc1 (stereo not given)
24) COc1ccc(OC)c(S(=O)(=O)N2CCN(C34CC5CC(CC(C5)C3)C4)CC2)c1
Screen / compound no. | 17 | 18 | 19 | 20 | 21 | 22 | 23 | 24
mABHD4 FP | 8 | -21 | 0 | -4 | 1 | -7 | 7 | -2
UHRF1 MBD2 ctr | 3 | 0 | -1 | 7 | 2 | -2 | -1 | 2
LEDGF integ inh | 2 | 3 | -1 | 0 | 1 | 4 | 1 | 2
HTRA1 inh | -3 | . | -3 | -7 | -5 | 10 | -1 | -12
TDP2 inh | 3 | -5 | 1 | -6 | -9 | 6 | -1 | -7
Tn7 DDE FP | -2 | -2 | -4 | 2 | -8 | 2 | -9 | 2
SIAE primary | -1 | 5 | 2 | 4 | 3 | 1 | -5 | -3
TCR-CD3 inh | 2 | . | -2 | -6 | 1 | 2 | 8 | 5
PG9 Ab binder | 2.4 | . | -1.0 | 1.1 | 0.2 | 0.4 | -0.4 | 0.1
PRMT1 inh | 0 | 6 | -4 | 4 | 2 | 2 | -1 | 2

25) COc1ccc(-c2ccc3c(c2)C2CC3CCN2S(=O)(=O)c2ccccc2C)cc1 (stereo not given)
26) Cc1cccc(C(=O)Nc2ccc(N3CCN(c4ccc(C(F)(F)F)cn4)CC3)nc2)c1
27) CC1=CC2=NC(=O)/C(=C\c3cc(C)n(-c4ccc(F)cc4)c3C)C(=N)N2O1
28) CC(=O)NC1=NN(C(C)=O)C(C)(c2ccco2)S1 (stereo not given)
29) CCOC(=O)c1ccc(NC(=O)CSc2nnc(CC)o2)cc1
30) CCOC(=O)c1cn(Cc2ccccc2)nn1
31) CC(C)Oc1ccc(CSC(=N)N)cc1
32) COc1cccc(C(=O)NC(=O)Nc2cc(C)on2)c1
Screen / compound no. | 25 | 26 | 27 | 28 | 29 | 30 | 31 | 32
mABHD4 FP | 1 | -2 | 0 | 1 | 3 | 1 | -5 | 3
UHRF1 MBD2 ctr | 3 | 2 | -1 | 3 | 3 | 2 | 7 | 2
LEDGF integ inh | 4 | 1 | -2 | -6 | 2 | -3 | -3 | 4
HTRA1 inh | -23 | 2 | -7 | -2 | 5 | -2 | -2 | 4
TDP2 inh | 4 | -1 | 5 | 3 | -4 | 5 | -7 | -9
Tn7 DDE FP | 11 | 6 | -2 | 11 | -7 | 6 | -1 | -1
SIAE primary | 0 | 1 | 3 | -5 | -5 | -3 | -12 | 1
TCR-CD3 inh | -5 | 2 | 0 | -5 | 1 | -2 | -3 | 2
PG9 Ab binder | 1.7 | 0.2 | 6.4 | -0.7 | -0.2 | 0.6 | 2.0 | 1.3
PRMT1 inh | 2 | -2 | 0 | 1 | -2 | 1 | 2 | -4

33) CC(C)c1ccccc1OCC(=O)N(C)CC(=O)Nc1ccc(F)cc1
34) COc1ccc(S(=O)(=O)N2CCOCC2)cc1NC(=O)c1c(C)noc1C
35) COc1ccc(-c2nc(SC)n(C)c(=O)c2C#N)cc1OC
36) O=C(COC(=O)Cn1cnc2ccccc2c1=O)Nc1cc(Cl)ccc1[N+](=O)[O-]
37) COc1ccc(N2CCN(c3ccc(S(=O)(=O)N(C(C)C)C(C)C)cn3)CC2)cc1
38) COC(=O)c1ccccc1S(=O)(=O)N1CCC(C(=O)OC(C)C(=O)N(C)Cc2ccccc2)CC1 (stereo not given)
39) O=C1CSc2ccc(C(=O)N3CCCC(C(=O)N4CCCN(Cc5ccccc5)CC4)C3)cc2N1 (stereo not given)
40) O=C([C@@H]1CCCN1C(=O)c1cccs1)N1CCN(S(=O)(=O)c2ccccc2F)CC1
Screen / compound no. | 33 | 34 | 35 | 36 | 37 | 38 | 39 | 40
mABHD4 FP | -4 | -2 | 2 | -2 | -8 | 8 | -2 | 2
UHRF1 MBD2 ctr | 3 | 2 | 2 | -3 | 0 | 4 | -2 | -1
LEDGF integ inh | 0 | -4 | 4 | -1 | 3 | -3 | 8 | 6
HTRA1 inh | -5 | -5 | 2 | 3 | 0 | 2 | . | 4
TDP2 inh | -5 | 2 | 1 | 0 | -19 | -11 | 2 | -2
Tn7 DDE FP | 2 | 10 | 0 | -6 | 3 | -2 | 9 | 2
SIAE primary | -1 | 0 | 5 | 2 | 6 | 3 | 11 | -4
TCR-CD3 inh | -3 | -1 | 1 | 9 | -4 | 3 | . | 2
PG9 Ab binder | -1.6 | 1.2 | -0.3 | -2.1 | 1.4 | -0.4 | . | -0.3
PRMT1 inh | 0 | 2 | 1 | -1 | -5 | 3 | -7 | -1

Structures above with fluorine:
6) Cc1cccc(N(C(=O)C(F)(F)F)C(C(=O)NC2CCCCC2)c2cccs2)c1 (stereo not given)
9) O=C(CC1CC1)N[C@@H]1CC[C@@H](CCNS(=O)(=O)c2ccc(F)cc2)O[C@@H]1CO
26) Cc1cccc(C(=O)Nc2ccc(N3CCN(c4ccc(C(F)(F)F)cn4)CC3)nc2)c1
27) CC1=CC2=NC(=O)/C(=C\c3cc(C)n(-c4ccc(F)cc4)c3C)C(=N)N2O1
33) CC(C)c1ccccc1OCC(=O)N(C)CC(=O)Nc1ccc(F)cc1
40) O=C([C@@H]1CCCN1C(=O)c1cccs1)N1CCN(S(=O)(=O)c2ccccc2F)CC1
Screen / compound no. | 6 | 9 | 26 | 27 | 33 | 40
mABHD4 FP | 2 | -3 | -2 | 0 | -4 | 2
UHRF1 MBD2 ctr | 0 | 0 | 2 | -1 | 3 | -1
LEDGF integ inh | -3 | 1 | 1 | -2 | 0 | 6
HTRA1 inh | -6 | . | 2 | -7 | -5 | 4
TDP2 inh | 1 | 6 | -1 | 5 | -5 | -2
Tn7 DDE FP | -4 | 4 | 6 | -2 | 2 | 2
SIAE primary | 2 | -2 | 1 | 3 | -1 | -4
TCR-CD3 inh | 0 | 13 | 2 | 0 | -3 | 2
PG9 Ab binder | -1.2 | 0.1 | 0.2 | 6.4 | -1.6 | -0.3
PRMT1 inh | 1 | 0 | -2 | 0 | 0 | -1

From PubChem BioAssay
